High-throughput results from PubChem.
ASM inhibitor: Inhibitors of Secretory Acid Sphingomyelinase (S-ASM): qHTS; placental ASM, HMU-PC fluorogenic substrate, 60 min; Sphingomyelin phosphodiesterase (Homo sapiens), P17405; 340,000 tested, 0.006% active; Potency, µM (highest dose often 57.5 µM), for the others: top-dose activity change, negative = inhibition, most hits filed as inhibitors; note: potency is the fitted concentration of half-maximal effect
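Human placenta-derived ASM preincubated with compound 10 min at room temperature, then reacted with 9 uM (final) fluorogenic HMU-PC substrate for 60 min at 37 C. Stop solution raises pH to 10; fluorescence read at Ex 386/Em 447 nm.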
ELG1 DNA repair: qHTS screen for small molecules that inhibit ELG1-dependent DNA repair in human embryonic kidney (HEK293T) cells expressing luciferase-tagged ELG1 | 330,000 tested, 2.3% active | Potency, µM (doses to about 46.1 µM), for the others: at the top dose activity change, negative = inhibition, actives largely listed as inhibitors | AID 504467, 2011 | HEK293T ELG1-luciferase reporter, luminescence, 16 h; DNA damage induced by 5-fluorouridine; note: potency is the fitted concentration of half-maximal effect; % is set by controls: 0 for no effect and ±100 for the full control effect; nearly all actives have a fitted effect of over 55% in size
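HEK293T cells expressing luciferase-tagged ELG1 (2,000/well) received 5-Fluorouridine plus compound or DMSO for 16 hr at 37 °C. Luciferase was read by ONE-Glo luminescence after 30 min at room temperature.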
Chronic BCR inh: qHTS Assay to Find Inhibitors of Chronic Active B-Cell Receptor Signaling | ABC-DLBCL IkBa-CBG/CBR reporter, luminescence ratio, 4 h | Potency, µM (top dose mostly 46.1 µM), without a hit: top-dose ratio change, negative = lower green/red ratio, usual class: inhibitors | 340,000 tested, 0.05% active; active = well fitted inhibition curve with a large enough effect in the signal ratio, with a control signal flat, not every such curve was filed as active; inconclusive = small, poorly fitted or top-dose-only effect, or effect the other way, or a change in a side signal; the % refers to the signal ratio;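 note: potency is the fitted concentration of half-maximal effect; plate controls were basal doxycycline-induced cells for no effect and cells given 10 µM MG132 for full effect; MG132 reads +100%, hits lower the ratio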
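Doxycycline induced both beetle luciferases in TMD8 lymphoma cells; IKK-driven degradation limits the IkappaBalpha-fused green signal, while red luminescence normalises for cell number and nonspecific effects. Compounds tested up to 46 uM, 4 hrs.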
a7 integrin act: qHTS for Activators of Integrin-Mediated Alleviation for Muscular Dystrophy. Potency, µM (doses to about 38.3 µM), for inactives: top-dose activation, hits mostly activators. alpha7betagal myoblasts, beta-gal FDG fluorescence, 48 h. 350,000 tested, 0.064% active. AID 624291, 2012;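 note: potency is the fitted concentration of half-maximal effect; 100% = response of the positive control SU9516; nearly all actives have a fitted effect of over 60% in size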
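alpha7betagal+/- myoblasts (passage 13, 250/well) treated 48 h at 37C with compounds at 1:260 dilution of DMSO stock. Lysed, then beta-galactosidase activity read as FDG fluorescence (ex 480/em 540) after 30 min, with pre-read for autofluorescence.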
TCR act: Activators of T cell receptors: qHTS campaign. primary human leukocytes, anti-CD3, IL-2 HTRF, 48 h. Potency, µM (highest dose often 9.22 µM), for the others: top-dose activation of IL-2 secretion, usual class: activators. 330,000 tested, under 10 active. AID 504894, 2011; note: % of control where 0% means no effect
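HTRF read-out of IL-2 secretion: europium cryptate donor excited at 320nm, d2 acceptor emission at 665nm. Cells were primary human leukocytes incubated 48 hr with compounds and a-CD3 beads, supplying TCR signal only.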
TSHR antagonist: Antagonists of the Thyroid Stimulating Hormone Receptor: HTS campaign; activity change, negative = inhibition, % at 11.5 µM; Thyrotropin receptor (Homo sapiens), P16473; 330,000 tested, 0.2% active; TSHR-expressing cells, TSH-stimulated cAMP HTRF, 2 h; hits give low values;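 active = activity change below a set negative limit, meaning inhibition stronger than a set level, cut at about -70% in these data; inconclusive = activity change between two set negative limits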; note: % is set by controls: 0 for no effect and ±100 for the full control effect
Target sequence (P16473 whole entry, looked up): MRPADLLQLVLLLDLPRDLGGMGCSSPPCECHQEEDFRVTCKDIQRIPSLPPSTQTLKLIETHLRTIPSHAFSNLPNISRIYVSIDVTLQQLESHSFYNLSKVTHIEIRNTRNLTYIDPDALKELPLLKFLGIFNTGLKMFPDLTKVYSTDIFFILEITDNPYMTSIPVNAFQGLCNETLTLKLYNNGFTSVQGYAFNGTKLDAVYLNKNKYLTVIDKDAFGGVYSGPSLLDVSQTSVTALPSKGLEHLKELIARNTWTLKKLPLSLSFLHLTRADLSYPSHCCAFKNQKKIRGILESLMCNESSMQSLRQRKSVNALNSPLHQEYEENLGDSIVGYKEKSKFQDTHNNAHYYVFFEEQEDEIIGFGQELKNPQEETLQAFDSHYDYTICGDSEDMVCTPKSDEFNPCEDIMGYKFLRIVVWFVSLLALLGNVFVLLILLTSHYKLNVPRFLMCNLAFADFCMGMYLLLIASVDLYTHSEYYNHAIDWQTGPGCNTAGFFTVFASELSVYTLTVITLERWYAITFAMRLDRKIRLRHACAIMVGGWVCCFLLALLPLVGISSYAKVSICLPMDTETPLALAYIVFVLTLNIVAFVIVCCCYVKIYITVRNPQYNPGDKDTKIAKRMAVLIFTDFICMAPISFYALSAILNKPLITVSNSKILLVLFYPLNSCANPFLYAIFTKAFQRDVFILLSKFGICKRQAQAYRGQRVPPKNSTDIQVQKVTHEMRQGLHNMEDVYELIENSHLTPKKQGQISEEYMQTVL
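Antagonism was scored as loss of TSH-driven cAMP in TSHR cells, stimulated with 4nM TSH (EC80) for 2 hours at 37 deg C and detected by homogeneous HTRF competition immunoassay.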
AT treatment: qHTS Assay for Identifying a Potential Treatment of Ataxia-Telangiectasia. […] A-T fibroblasts, KAP-1 phosphorylation AlphaLISA; neocarzinostatin DNA damage 30 min before lysis. Potency, µM (titrated, usually from 57.5 µM), inactives show at the top dose activation, usual class: activators. 320,000 tested, 0.19% active; note: potency is the fitted concentration of half-maximal effect; % of control where 0% means no effect; nearly all actives have a fitted effect of over 45% in size
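ATM-like activity read as KAP-1 phosphorylation via AlphaLISA donor/acceptor antibody pairs after lysis and 6 hr at 25C. Cells were ATM-null patient fibroblasts ([…], hTERT), dosed 60 min, then exposed to the DSB inducer NCS for 30 min.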
Mito fusion yeast: qHTS Assay for Small Molecule Inhibitors of Mitochondrial Division or Activators of Mitochondrial Fusion; S. cerevisiae fusion-defective mutant growth rescue, CellTiterGlo 48 h; 320,000 tested, 0.23% active; Potency, µM (top dose mostly 46.1 µM), inactives show at the highest dose growth rescue (activation), usual class: activators;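 note: potency is the fitted concentration of half-maximal effect; % of control where 0% means no effect; nearly all actives have a fitted effect of over 45% in size; temperature-sensitive fusion mutants such as fzo1-1 at 37 °C on non-fermentable ethanol glycerol medium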
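Luminescent cell viability in 1536-well qHTS format served as the measure of rescued growth in ts fusion-mutant S. cerevisiae cultured on non-fermentable YPEG for 48 hours at 37C.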
TSG101-PTAP inh: qHTS Assay for Iinhibitors of HIV-1 Budding by Blocking the Interaction of PTAP/TSG101. Tumor susceptibility gene 101 protein (Homo sapiens), Q99816. Fluorescence polarization, FITC-PTAP peptide / Tsg101 binding. Potency, µM (top dose mostly 115 µM), without a hit: top-dose activity change, negative = inhibition, usual class: inhibitors. 340,000 tested, under 10 active. AID 493005, 2010; active = well fitted inhibition curve with a large enough effect in the main read-out, with a control signal flat, not every such curve was filed as active; inconclusive = small, poorly fitted or top-dose-only effect, or effect the other way, or a change in a side signal; inactive = no such curve, though single readings can be large or run the other way; note: potency is the fitted concentration of half-maximal effect; % of control where 0% means no effect
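Tsg101 binding domain (10 uM final) was mixed with compound and a FITC-labeled PTAP peptide (50 nM final) in HEPES pH 7.5 buffer with NaCl, Tween 20, EDTA and TCEP; fluorescence polarization was read after 20 min at r.t.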
Eya2 inh: qHTS Assay for Inhibitors of the Phosphatase Activity of Eya2; Potency, µM (top dose mostly 76.9 µM), inactives show at the top dose activity, negative = inhibition, hits mostly inhibitors; 330,000 tested, 0.006% active; recombinant Eya2, OMFP fluorescence dephosphorylation (OMFP is methylfluorescein phosphate); AID 488837, 2010; Protein phosphatase EYA2 (Homo sapiens), O00167; note: potency is the fitted concentration of half-maximal effect; % is set by controls: 0 for no effect and ±100 for the full control effect
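Eya2 protein (added as 0.2 uM solution) was preincubated with compound for 10 min at ambient temperature in 50 mM HEPES pH 7.5, 50 mM NaCl, 5 uM MgCl2, 0.05% BSA, 1 mM DTT. OMFP (added at 50 uM) then reacted 10 min; fluorescence read at 485/525 nm.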
Tb PFK inh: qHTS Assay to Find Inhibitors of T. brucei phosphofructokinase; ATP-dependent 6-phosphofructokinase (Trypanosoma brucei brucei), O15648; T. brucei PFK, ADP-Glo luminescence; AID 485367, 2010; Potency, µM (series often up to 57.5 µM), for the others: at the highest dose activity, negative = inhibition, most hits filed as inhibitors; 330,000 tested, 0.17% active;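 note: potency is the fitted concentration of half-maximal effect; 0% = uninhibited 1x PFK enzyme wells and -100% = no-enzyme wells; nearly all actives have a fitted effect of over 60% in size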
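Compounds were pin-transferred as a titration series up to 57 uM into substrate buffer (0.5 mM F6P, 0.1 mM ATP, pH 8.0), then 1.25 nM PFK was added and reactions ran 45 min before ADP-Glo detection.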
Active calls of the source: *; ? = inconclusive; . = not tested or not shown; [ ] = remark or other dose. Unless noted, calls come from the whole dose curve; as a rule, active = well fitted curve in the direction sought with a large enough effect; inconclusive = small, poorly fitted or top-dose-only effect, or another doubt; inactive = no such curve, though single readings can be large; an effect the other way counts as inactive or inconclusive.

SMILES | ASM inhibitor | ELG1 DNA repair | Chronic BCR inh | a7 integrin act | TCR act | TSHR antagonist | AT treatment | Mito fusion yeast | TSG101-PTAP inh | Eya2 inh | Tb PFK inh
CC(C)(C)OC(=O)C[C@@H]1C/C=C\C[C@H](CC(=O)NCCO)C(=O)N[C@@H](c2ccccc2)COC1=O | 3% | 12% | 1% | 10% | 4% | -11 | 1% | . | -1% | 13% | 7%
CCNc1nc(SCC(N)=O)nc2sc3c(c12)CCN(C)C3 | 437%[activator] | 4% | -1% | -11% | -1% | 5 | 1% | 13% | -6% | 11% | 0%
COc1ccc(Br)cc1S(=O)(=O)N(CC(=O)N1CCOCC1)c1ccccc1 | -2% | -2% | -2% | -5% | 6% | 4 | 6% | 0% | -3% | -18% | 9%
CCc1nnc(NC(=O)CCC(=O)N2CCN(Cc3ccc(C)cc3C)CC2)s1 | 2% | -2% | 1% | -9% | -4% | 17 | -5% | 18% | -6% | 1% | -1%
Cc1cc(C)c2nc(C(F)(F)F)c(C#N)c(N)c2c1 | -11% | ? | 6% | 4% | -1% | 1 | . | -7% | 0% | 14% | -11%
CC(=O)N1CCN(C(=O)CSc2nc3c(cnn3-c3ccccc3)c(=O)[nH]2)CC1 | 2% | 12% | 3% | -8% | -3% | -19 | 12% | 9% | 1% | 17% | 2%
CCOC(=O)CC(NS(=O)(=O)c1ccc2[nH]c(=O)sc2c1)c1ccc(C)cc1 (configuration not stated) | 2% | -15% | -1% | -8% | 4% | -5 | -11% | -3% | -3% | 2% | -5%
Cc1ccc(C(=O)Nc2c(C)n(C)n(-c3ccccc3)c2=O)cc1 | 6% | 0% | 8% | 8% | 3% | 12 | 0% | 0% | -1% | 1% | -3%
Cc1nn(C)c(C)c1S(=O)(=O)N1CCCC(C(=O)NC2CCCCCC2)C1 (configuration not stated) | 2% | 4% | 7% | 0% | -4%[46.1 µM] | -11 | 3% | -3% | -4% | 3% | -10%
CC(C)Cc1nc2oc3c(Cl)ncnc3c2c2c1CCC2 | -11% | ? | -9% | -10% | 4% | -44 | -7% | -9% | -1% | 2% | -7%

Next section, overlapping the part above by 2 compounds.
SMILES | ASM inhibitor | ELG1 DNA repair | Chronic BCR inh | a7 integrin act | TCR act | TSHR antagonist | AT treatment | Mito fusion yeast | TSG101-PTAP inh | Eya2 inh | Tb PFK inh
Cc1nn(C)c(C)c1S(=O)(=O)N1CCCC(C(=O)NC2CCCCCC2)C1 (configuration not stated) | 2% | 4% | 7% | 0% | -4%[46.1 µM] | -11 | 3% | -3% | -4% | 3% | -10%
CC(C)Cc1nc2oc3c(Cl)ncnc3c2c2c1CCC2 | -11% | ? | -9% | -10% | 4% | -44 | -7% | -9% | -1% | 2% | -7%
O=C(Nc1nnc(-c2cccnc2)s1)c1cccs1 | 0% | ? | ? | -11% | 3% | 7 | 0% | 3% | 1% | -7% | -15%
COc1cc(C(=O)N/N=C/c2ccc(OC(=O)c3ccccc3Cl)cc2)ccc1O | -27% | 1% | ? | 28% | -7% | -7 | 7% | -2% | -3% | 13% | 1%
O=C(NC1CCN(C(=O)NCc2ccccc2)CC1)c1cccc(F)c1 | -5% | 0% | 1% | 8% | 0% | 0 | -1% | -4% | 1% | -4% | -3%
CC1CN(C)CCC1OC(=O)c1ccccc1 (configuration not stated) | -3% | 3% | 2% | 15% | -1% | 6 | 1% | 3% | -7% | 9% | 1%
CC(CC(=O)NNC(=O)c1ccncc1)c1ccccc1 (configuration not stated) | 2% | 4% | -3% | 0% | 4% | 6 | 4% | -2% | 1% | 6% | -6%
Cc1cc(NC(=O)c2ccc(C#N)cc2)on1 | -1% | 8% | ? | 14% | -2% | 11 | -4% | -2% | 3% | 10% | 3%
COC1(OC)N=C(N)C2(C#N)C(c3ccccc3)NC(C)=CC12C#N (configuration not stated) | 59%[activator] | 0% | 4% | -6% | -2% | -8 | . | 5% | -2% | -9% | 0%
O=C(CN(Cc1ccccc1)S(=O)(=O)c1cccc(C(F)(F)F)c1)NC1CCCCC1 | 0% | 3% | 2% | 21% | -9%[46.1 µM] | -8 | 7% | -3% | 0% | 0% | 1%
c1ccc(-c2ccc(-c3ccccn3)nn2)nc1 | . | ? | ? | . | . | 0 | 9% | 0% | . | -2% | -16%
COc1ccc(NC(=O)Nc2ccc(Br)c(C)c2)cc1 | 1% | ? | ? | ? | -4% | -6 | -1% | 0% | 0% | 8% | -3%
CC1CCN(CC(CS(=O)(=O)c2ccc([N+](=O)[O-])cc2)N2CCC(C)CC2)CC1 (configuration not stated) | -1% | ? | 0% | -42%[inhibitor] | 4% | 15 | 17% | -9% | -3% | 0% | -13%
Cc1ccc(-c2nnc(Nc3ccc(CC(N)=O)cc3)c3ccccc23)cc1S(=O)(=O)NCC1CCCO1 (configuration not stated) | 8% | ? | ? | -8% | 2% | -2 | -7% | 1% | -4% | -3% | 1%
Cc1ccc(-n2ncc3c(SCC(=O)NNC(=O)C(C)C)ncnc32)cc1 | -4% | ? | 6% | 5% | 2% | -1 | -3% | 16% | 0% | -1% | -1%
O=C(CCCn1c(=S)[nH]c2ccc(Br)cc2c1=O)NCc1ccccn1 | -2% | -2% | 0% | -26% | -5% | -6 | 11% | 2% | 1% | -3% | -3%
COC(=O)c1ccccc1NC1=C/C(=N\S(=O)(=O)c2ccc(C(=O)O)cc2)c2ccccc2C1=O | 16% | ? | ? | -75%[inhibitor] | -2% | -36 | 1% | -33%[inhibitor] | 0% | 0% | -1%
CCOc1cc(/C=N/NC(=O)c2cccnc2)ccc1OCC(=O)N(C)C | 2% | -8% | ? | -14% | 1% | -8 | -27% | -6% | 1% | -12% | -4%
O=C(CN1C(=O)CC(c2ccco2)Sc2ccccc21)NCc1ccc2c(c1)OCO2 (configuration not stated) | -2% | ? | -9% | -21% | . | -5 | -4% | 28% | -1% | 9% | -27%
Cn1c(SCC(N)=O)nnc1-c1ccccc1 | 2% | 9% | 0% | 0% | -3% | 15 | 3% | 2% | -9% | -10% | -2%
O=C(CCCN1C(=O)/C(=C\c2cccs2)SC1=S)Nc1ccccn1 | -15% | ? | ? | 0% | 0% | -19 | -3% | ? | 0% | 6% | 6%
CC1CCCCN1C(=O)c1cc(Cl)ccc1[N+](=O)[O-] (configuration not stated) | 0% | 5% | ? | 15% | 4%[46.1 µM] | 10 | -1% | 2% | -4% | 2% | -5%
Cc1ccc(NC(=O)c2ccc(CSc3ncnc4nc[nH]c34)cc2)c(C)c1 | 0% | ? | 2% | 4% | 10% | -17 | 2% | 0% | 0% | 3% | 1%
COc1ccc2c(c1)S/C(=C\C(=O)c1ccncc1)N2C | -9% | ? | 2% | 10% | -2% | 6 | -4% | -12% | 4% | 25% | 22%
CCCOc1ccc(C(=O)c2ccccc2C(=O)O)cc1OCCC | 1% | 6% | 11% | 0% | 8% | -5 | -4% | 3% | -3% | 7% | 1%
Cc1cc(/C=C(\C#N)C(=O)OCC#N)c(C)n1CC(C)C | -3% | 1% | 0% | 1% | -15% | 1 | 3% | 7% | 0% | -27% | -1%
Cc1nc(NC(=O)c2ccc(Cl)cc2)sc1Cc1ccc2c(c1)OCO2 | -4% | ? | 5% | -9% | -1%[46.1 µM] | -26 | -4% | -2% | -3% | 1% | -8%
